PfM18AAP inh: blocks P. falciparum M18 aspartyl aminopeptidase. hit rate 1.2% among 290,000. recombinant PfM18AAP, H-Glu-NHMec fluorogenic cleavage. AID 1822. inhibition, % at 7.35 µM;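 active = inhibition above the campaign mean inhibition over all tested compounds plus 3 SD, cut at about 28% in these data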;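 note: 0% = plate median of test compound wells and 100% = 2 mM ZnCl2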
MEKK3 PB1 HTS: modulators (inhibitors or enhancers) of MEK5 binding to human MEKK3 PB1 domain; hit rate 1.4% among 290,000; Q99759; binding response (% of control), % at 10 µM; bead-based flow cytometry, Alexa488-MEK5 binding to MEKK3; actives lie on both sides; 0 = blocked by unlabeled MEK5, 100 = vehicle; AID 1529;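 active = binding response more than 3 SD above or below the average of its plate-row segment, actives on both sides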;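 note: Alexa488 bead fluorescence after subtracting the streptavidin-only scavenger bead signal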
Target sequence (Q99759 whole entry, looked up, the tested form may be a part): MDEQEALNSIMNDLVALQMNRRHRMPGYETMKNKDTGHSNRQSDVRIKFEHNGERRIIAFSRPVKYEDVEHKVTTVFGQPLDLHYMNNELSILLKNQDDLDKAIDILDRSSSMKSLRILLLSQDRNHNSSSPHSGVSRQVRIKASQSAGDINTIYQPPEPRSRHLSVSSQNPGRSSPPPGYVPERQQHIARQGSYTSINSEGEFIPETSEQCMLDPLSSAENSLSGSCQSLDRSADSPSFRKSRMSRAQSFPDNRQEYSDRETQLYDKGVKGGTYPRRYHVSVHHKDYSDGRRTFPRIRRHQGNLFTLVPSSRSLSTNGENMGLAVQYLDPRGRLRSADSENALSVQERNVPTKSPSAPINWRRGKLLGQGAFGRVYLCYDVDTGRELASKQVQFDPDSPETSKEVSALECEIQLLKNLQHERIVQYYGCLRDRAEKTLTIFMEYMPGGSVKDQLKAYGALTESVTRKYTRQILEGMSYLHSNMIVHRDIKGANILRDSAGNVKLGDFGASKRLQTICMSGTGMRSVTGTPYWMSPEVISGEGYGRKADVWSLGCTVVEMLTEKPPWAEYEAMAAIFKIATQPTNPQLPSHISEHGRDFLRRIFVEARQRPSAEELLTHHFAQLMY
pCIP destab: p/CIP protein destabilization | F442A p/CIP-EGFP cells, EGFP fluorescence, 16 h | decrease of EGFP signal, % at 10 µM | hit rate 0.01% among 290,000;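 active = EGFP signal decrease of at least 30% at 10 µM or well 3 SD below plate mean, unless failing retest; inactive = the rest, including hits failing retest or dose response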; note: some compounds called inactive have numbers as strong as hits; many of its hits are not listed in these tables
MEKK2 WT-MEK5: raises or lowers MEK5 binding to wildtype human MEKK2 PB1 domain. AID 1531. binding response (% of control), % at 10 µM. bead flow cytometry, Alexa488-MEK5 binding to MEKK2 WT; actives lie on both sides. hit rate 1.1% among 290,000; in the data active = binding response below about 67% or above about 130%
MEKK2mut PB1 HTS: signal of MEK5 binding to mutant human MEKK2 PB1 domain; percent response, % at 10 µM; hit rate 0.35% among 290,000; bead flow cytometry, Alexa488-MEK5 binding to MEKK2 mutant; AID 1530; in the data active = percent response above about 24%, passing the limit was not always enough; note: inactives centre near 1; some results filed as inactive read as strong as hits; reference of the scale not given here
SUMO HTRF inh: blocks human SUMOylation mediated by UBC9. P63279. HTRF SUMOylation assay, SAE1/SAE2 + UBC9, in vitro. inhibition, % at 35 µM. hit rate 0.36% among 290,000; in the data active = inhibition above about 50%, passing the limit was not always enough; note: strong numbers were not always called active
Target sequence (P63279 whole entry, looked up): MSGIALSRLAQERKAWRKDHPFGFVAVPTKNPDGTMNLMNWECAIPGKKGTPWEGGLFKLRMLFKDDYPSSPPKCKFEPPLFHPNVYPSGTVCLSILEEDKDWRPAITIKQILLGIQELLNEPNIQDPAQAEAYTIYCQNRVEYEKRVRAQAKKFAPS
NALP1 yeast inh: inhibitors of NALP1 inflammasome in yeast. inhibition, % at 10 µM. hit rate 0.61% among 280,000. S. cerevisiae NALP1/ASC/caspase-1 growth, X-gal OD620, 72 h; in the data active = inhibition mostly above about 24%, no sharp cut-off; inactive = mostly below about 32%; note: some compounds called inactive have numbers as strong as hits
* marks the source's active call; other numbers are inactive results; . = no result given. A portion of the library; count on the stated rates, not on these rows.

PfM18AAP inh,MEKK3 PB1 HTS,pCIP destab,MEKK2 WT-MEK5,MEKK2mut PB1 HTS,SUMO HTRF inh,NALP1 yeast inh,mol
0.8,.,.,.,.,.,.,Clc1ccc2c(Cl)c(-c3nnc(-c4ccccc4)o3)sc2c1
-17.2,.,.,.,.,.,.,CCOc1ccc(-n2c3nc4ccccc4nc3c3c(=O)n(Cc4ccco4)cnc32)cc1
-7.9,.,.,.,.,.,.,CSc1nc(-c2ccccc2)nc2[nH]ccc(=O)c12
-3.0,.,.,.,.,.,.,CCCCS(=O)(=O)NC1=NCN(C2CCN(Cc3ccccc3)CC2)CN1
-3.3,.,.,.,.,.,.,Cc1nc(Nc2nc(=O)c3ccccc3n2C)nc2c(C)cccc12
3.4,.,.,.,.,.,.,Cn1c(=O)c2c(nc(NCCCN3CCOCC3)n2Cc2ccc(Cl)c(Cl)c2)n(C)c1=O
-3.4,.,.,.,.,.,.,c1ccc(-c2nnc(-c3cccc(-c4nnc(-c5ccccc5)o4)c3)o2)cc1
2.3,.,.,.,.,.,.,CCCCCCc1nc2ccccc2c(=O)n1NC(=O)c1c(O)c2cccc3c2n(c1=O)CC3
3.1,.,.,.,.,.,.,Cc1cc(C)n(-c2nc3c(c(=O)n(C)c(=O)n3C)n2CC(O)COc2ccccc2C)n1 (stereo not drawn)
3.3,.,.,.,.,.,.,O=c1[nH]c(N2CCc3ccccc3C2)nc2c1CCCC2
1.2,.,.,.,.,.,.,Brc1ccc(C2=Nn3c(nnc3-c3ccncc3)SC2)cc1
10.1,.,.,.,.,.,.,NC(=O)CSc1nnc(CCc2nc3ccccc3[nH]2)n1-c1ccccc1
-4.2,.,.,.,.,.,.,Cn1c(=O)c2c(nc(SCC(=O)N3CCc4ccccc43)n2Cc2ccc(F)cc2)n(C)c1=O
-0.4,.,.,.,.,.,.,CN(C(=O)c1ccc(C(=O)N(C)C2CCCCC2)cc1)C1CCCCC1
-6.3,.,.,.,.,.,.,O=c1c2cnn(-c3ccccc3)c2ncn1/N=C/c1ccncc1
-1.0,.,.,.,.,.,.,Cc1nnc2n(CCc3ccccc3)c(=O)c3c4c(sc3n12)CCCC4
-2.5,.,.,.,.,.,.,C=C(C)C1Cc2c(C)nn(-c3cc(C)c4ccccc4n3)c2C1 (stereo not drawn)
-7.9,.,.,.,.,.,.,COc1cccc(-n2c(SCC(=O)N3CCCC3)nc3c([nH]c4ccccc43)c2=O)c1
-10.4,.,.,.,.,.,.,CC12CCC(C(=O)N3CCN(C(=O)C45CCC(C)(C(=O)O4)C5(C)C)CC3)(OC1=O)C2(C)C
1.5,.,.,.,.,.,.,CCCCCCc1cc2cc(-c3nnc(-c4cccc(OC)c4)o3)c(=O)oc2cc1O

Whole records, looked up by structure. Order of values: PfM18AAP inh, MEKK3 PB1 HTS, pCIP destab, MEKK2 WT-MEK5, MEKK2mut PB1 HTS, SUMO HTRF inh, NALP1 yeast inh
O=c1c2cnn(-c3ccccc3)c2ncn1/N=C/c1ccncc1 is listed with -6.3, ., ., ., ., ., .
CCOc1ccc(-n2c3nc4ccccc4nc3c3c(=O)n(Cc4ccco4)cnc32)cc1 is listed with -17.2, ., ., ., ., ., .
COc1cccc(-n2c(SCC(=O)N3CCCC3)nc3c([nH]c4ccccc43)c2=O)c1 is listed with -7.9, ., ., ., ., ., .
CCCCCCc1nc2ccccc2c(=O)n1NC(=O)c1c(O)c2cccc3c2n(c1=O)CC3 is listed with 2.3, ., ., ., ., ., .
C=C(C)C1Cc2c(C)nn(-c3cc(C)c4ccccc4n3)c2C1 (stereo not drawn) is listed with -2.5, ., ., ., ., ., .

New compounds follow.
PfM18AAP inh,MEKK3 PB1 HTS,pCIP destab,MEKK2 WT-MEK5,MEKK2mut PB1 HTS,SUMO HTRF inh,NALP1 yeast inh,mol
6.1,.,.,.,.,.,.,COC(=O)c1ccc(Cn2nnc3c(sc4nc(N5CCOCC5)c5c(c43)CCCC5)c2=O)o1
-5.0,.,.,.,.,.,.,C=CCn1c(=O)/c(=C2/SC(C)=C(C)N2CC)s/c1=C1/C(=O)N(C)C(=S)N1c1ccccc1
-4.2,.,.,.,.,.,.,O=c1[nH]c(SCc2cc(=O)n3ccccc3n2)nc2c1CCC2
4.9,.,.,.,.,.,.,N#Cc1c(SCC(N)=O)nc2c(c1-c1ccc(OCc3ccccc3)cc1)CCCC2
1.3,.,.,.,.,.,.,CC1(C)CC(=O)C=C(NC2CCS(=O)(=O)C2)C1 (stereo not drawn)
4.3,.,.,.,.,.,.,CCCn1c(SCC(=O)Nc2ccccc2C(=O)OCC)nc2c1c(=O)n(C)c(=O)n2C
7.5,.,.,.,.,.,.,CCOC(=O)c1ccc2c(c1)N(CC)/C(=C\C=C1/SC(=S)N(CC)C1=O)N2CC
1.8,.,.,.,.,.,.,O=C(CSc1nc(N2CCCCC2)nc(N2CCCCC2)n1)NC1CCCCC1
1.9,.,.,.,.,.,.,CN(C)CCNC(CC(=O)Nc1ccc(Cl)c(Cl)c1)C(=O)O (stereo not drawn)
0.9,.,.,.,.,.,.,CSc1nc2sc3c(c2c2nnnn12)CC(C)(C)OC3
-4.1,.,.,.,.,.,.,CCOCCCn1c(=N)c(C(=O)Nc2cc(C)on2)cc2c(=O)n3ccccc3nc21
3.2,.,.,.,.,.,.,CCOc1nc(-c2ccc(OC)cc2)ccc1-c1noc(-c2cccnc2)n1
-0.1,.,.,.,.,.,.,N#Cc1c(SCc2nc3ccccc3[nH]2)nc2c(c1C(F)(F)F)CCC2
1.0,.,.,.,.,.,.,COc1ccccc1C1/C(=C(\O)c2c(C)nc3c(C)cccn23)C(=O)C(=O)N1CCCN(C)C (stereo not drawn)
-2.4,.,.,.,.,.,.,COc1ccccc1C(=O)Nc1cc(-c2nn3c(C)nnc3s2)ccc1C
-0.3,.,.,.,.,.,.,Cn1c(=O)c2c(nc(N3CCCCC3)n2CCSc2nc3ccccc3o2)n(C)c1=O
-4.3,.,.,.,.,.,.,COC(=O)c1cc(OC)c(OC)cc1NC(=O)c1oc2ccccc2c1C
4.5,.,.,.,.,.,.,Cc1cccn2c(=O)c3cc(C#N)c(=N)n(CC4CCCO4)c3nc12 (stereo not drawn)
2.1,.,.,.,.,.,.,CNC(=O)CSc1nnc(-c2cc3c(C)nn(-c4ccccc4)c3s2)n1C
-0.4,.,.,.,.,.,.,CN(C)CCCN1C(=O)C(=O)/C(=C(/O)c2ccc3c(c2)OCO3)C1c1ccccn1 (stereo not drawn)
-0.9,.,.,.,.,.,.,Cn1c(=N)c(S(=O)(=O)c2ccc(Cl)cc2)cc2c(=O)n3ccccc3nc21
0.8,.,.,.,.,.,.,O=C(O)C1CCC(CNCc2cccnc2)CC1 (stereo not drawn)
-5.2,.,.,.,.,.,.,Cc1ccc(C(=O)N2CCN(C(=O)c3ccc(C)c(C)c3)C(C)C2)cc1C (stereo not drawn)
1.4,.,.,.,.,.,.,O=C1c2cccc3c(N4CCCCC4)ccc(c23)C(=O)N1c1ccc(Cl)cn1
2.3,.,.,.,.,.,.,CCn1c(SCC(=O)N2c3ccccc3Sc3ccc(Cl)cc32)nc2c1c(=O)n(C)c(=O)n2C
-1.0,.,.,.,.,.,.,COC(=O)c1ccc(C(=O)OC)c(NC(=O)c2cc3ccccc3o2)c1
-5.3,.,.,.,.,.,.,CCC1(C)Cc2c(sc3c2c(=O)n(C)c2nnc(SCC(=O)c4ccc(Cl)cc4)n32)CO1 (stereo not drawn)
-3.4,.,.,.,.,.,.,CNc1nc(OCC(F)(F)F)nc(N2CCN(C34CC5CC(CC(C5)C3)C4)CC2)n1
9.0,.,.,.,.,.,.,COc1cccc2cc(C(=O)C3=C(O)C(=O)N(CCCN4CCOCC4)C3c3ccncc3)oc12 (stereo not drawn)
19.4,.,.,.,.,.,.,CCOC(=O)c1sc(N2C(=O)C(O)=C(C(=O)c3ccco3)C2c2ccccc2)nc1C (stereo not drawn)
0.1,.,.,.,.,.,.,CCC(=O)Oc1c(-c2ccccc2)c2nc3ccccc3nc2c2ccccc12
8.2,.,.,.,.,.,.,O=c1[nH]c(CN2CCCCC2)nc2c1C1(CCCC1)Cc1ccccc1-2
3.5,.,.,.,.,.,.,CCCn1c(=O)c2ccccc2n2c(SCc3cc(=O)n4ccsc4n3)nnc12
-7.8,.,.,.,.,.,.,Cc1nc2ccccc2c(=O)n1NC(=O)Cc1ccccc1
-3.6,.,.,.,.,.,.,CCOC(=O)c1cc2c(=O)n3cccc(C)c3nc2n(CCOC)c1=NC(=O)c1ccncc1
-2.0,.,.,.,.,.,.,Cc1ccc(/C(O)=C2\C(=O)C(=O)N(CCCN(C)C)C2c2ccccn2)cc1 (stereo not drawn)
-6.9,.,.,.,.,.,.,CCCN1C2=C(C(=O)CCC2)C(c2ccc(F)cc2)C2=C1c1ccccc1C2=O (stereo not drawn)
6.4,.,.,.,.,.,.,CCOc1ccc2nc(NC3=NCN(CC4CCCO4)CN3)nc(C)c2c1 (stereo not drawn)
1.6,.,.,.,.,.,.,Cc1ccc(S(=O)(=O)c2cc3c(=O)n4ccccc4nc3n(CC3CCCO3)c2=N)cc1 (stereo not drawn)
-2.8,.,.,.,.,.,.,CSc1ccc(CN2CCC(O)CC2)cc1
8.4,.,.,.,.,.,.,CCOc1nnnc2c1sc1nc(N3CCOCC3)c3c(c12)CC(C)(C)OC3
-1.3,.,.,.,.,.,.,CC(C)N(C(=O)c1ccc2nc3c4ccccc4c4ccccc4c3nc2c1)C(C)C
.,99.0,.,91.0,.,.,.,Cc1c2oc3c(C)ccc(C(=O)N[C@@H]4C(=O)N[C@H](C(C)C)C(=O)N5CCC[C@H]5C(=O)N(C)CC(=O)N(C)[C@@H](C(C)C)C(=O)O[C@@H]4C)c3nc-2c(C(=O)N[C@@H]2C(=O)N[C@H](C(C)C)C(=O)N3CCC[C@H]3C(=O)N(C)CC(=O)N(C)[C@@H](C(C)C)C(=O)O[C@@H]2C)c(N)c1=O
.,.,-3.3,.,.,-6.9,.,CCOC(=O)c1ccc(N2Cc3cc(C)c(C)cc3C2)cc1O
.,111.0,.,183.0*,32.0*,.,.,CCC1=C[C@H]2CN(C1)Cc1c([nH]c3ccccc13)[C@@](C(=O)OC)(c1cc3c(cc1OC)N(C)[C@H]1[C@@](O)(C(=O)OC)[C@H](OC(C)=O)[C@]4(CC)C=CCN5CC[C@]31[C@@H]54)C2
.,104.0,.,111.0,4.0,.,.,CC(C)(C)NCC(O)c1ccc(O)c(CO)c1 (stereo not drawn)
.,.,-3.0,.,.,27.5,11.4,CCn1c(=N)c(C(=O)OC)cc2c(=O)n3ccccc3nc21
.,.,-5.9,.,.,19.3,14.9,Cc1ccc2c(C)nc(NC3=NCN(Cc4ccccc4)CN3)nc2c1
.,.,-5.9,.,.,11.1,20.2,COC(=O)c1ccc(C2C(C(=O)OC(C)C)=C(C)N=C3SCCC(=O)N32)cc1 (stereo not drawn)
.,.,-5.7,.,.,24.4,13.0,CC(=O)Nc1cccc2c1[n+]([O-])c(C)c(C)[n+]2[O-]
.,.,0.8,.,.,11.6,4.5,COc1cc(-c2nn3c(-c4ccco4)nnc3s2)cc(OC)c1OC
.,.,1.3,.,.,19.5,3.4,O=c1nc2n(c3ccccc13)Cc1ccccc1-2
.,.,-8.5,.,.,9.2,9.0,O=C(CSc1nnc(-c2ccc(Cl)cc2)o1)N1CCN(c2ccccc2)CC1
.,.,-7.4,.,.,14.7,23.8,COC(=O)c1ccccc1NC(=O)CN1CCC(n2nnc3cc(C)ccc32)CC1
.,.,-13.6,.,.,21.2,-4.0,CCOc1cc(NC(=O)c2cnccn2)c(OCC)cc1NC(=O)c1ccc(OC)cc1
.,.,10.5,.,.,9.0,13.2,COc1cc2cc(CN(Cc3nnnn3C3CCCC3)C3CCCC3)c(=O)[nH]c2cc1OC
.,.,-7.1,.,.,8.0,3.0,CCOC(=O)Cn1nnnc1C(CC)N(Cc1cc2c(C)cc(C)cc2[nH]c1=O)C1CCCC1 (stereo not drawn)
.,.,-1.9,.,.,2.8,-2.5,Cc1ccc(-c2nn3c(-c4ccco4)nnc3c3ccccc23)cc1S(=O)(=O)N1CCOCC1
.,.,-19.0,.,.,8.5,4.8,CCN1CCC(C(=O)NC2CCCC2)(N(Cc2cccs2)C(=O)Cn2nnc3ccccc32)CC1
.,.,0.9,.,.,4.2,6.4,CCn1cc(C(=O)NCc2ccc(OC)cc2OC)c(=O)c2ccc(C)nc21

Source: PubChem
